Screening results deposited in PubChem BioAssay by several laboratories.
Yeast life ext = extends the lifespan of yeast | S. cerevisiae growth with nicotinamide, OD615; deaD strain in restrictive glucose medium | inhibition of the nicotinamide effect, % at 10 µM | hit rate 0.68% among 130,000 | AID 775;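 active = inhibition above a set limit, placed 3 SD over the median of all compounds, cut at about 26% in these data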;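 note: 0% = nicotinamide-treated wells and 100% = cells grown without nicotinamide; some compounds called inactive have numbers as strong as hits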
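System: Modified budding yeast, DeaD strain | Buffer or medium: Restrictive glucose medium | Also added: 1.5 mM nicotinamide | Doses: 10 µM single point, 0.25% DMSO | Schedule: 48 h compound exposure at 30 °C, humidified | Detection: Absorbance at 615 nm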
HCT116 PTEN-null = suppresses growth of cells with PTEN deletion; viability, % at 10 µM; hit rate 1.2% among 140,000; HCT116 PTEN-null viability, CellTiter-Glo, 60 h; stronger effect = lower value;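 active = viability at or below a set limit, 4 SD under the median of all tested compounds, cut at about 3.7% in these data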;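 note: PTEN knockout HCT116 line with beta catenin targeted HCT116 as companion control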
NPY-Y2 antag = antagonists of human neuropeptide Y receptor Y2; P49146; hit rate 0.99% among 140,000; inhibition, % at 2.7 µM; NPY-Y2 expressing cells, antagonist mode; in the data active = inhibition above about 17%;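 note: 0% = vehicle with agonist challenge and 100% = reference antagonist with challenge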
Target sequence (P49146 whole entry, looked up): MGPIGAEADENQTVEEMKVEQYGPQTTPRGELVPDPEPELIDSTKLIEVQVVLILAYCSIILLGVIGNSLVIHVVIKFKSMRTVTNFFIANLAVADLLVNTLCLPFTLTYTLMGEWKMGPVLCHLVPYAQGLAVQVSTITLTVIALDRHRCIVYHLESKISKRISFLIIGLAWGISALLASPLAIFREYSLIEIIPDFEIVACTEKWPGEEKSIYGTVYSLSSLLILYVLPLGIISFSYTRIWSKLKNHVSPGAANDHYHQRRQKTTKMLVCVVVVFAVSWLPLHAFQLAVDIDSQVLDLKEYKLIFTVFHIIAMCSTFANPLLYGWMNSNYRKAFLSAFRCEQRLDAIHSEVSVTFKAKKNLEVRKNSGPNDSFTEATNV
HCT116 bCat-KO = beta-catenin-lacking colon tumor cell growth suppression; HCT116 beta-catenin knockout viability, CellTiter-Glo, 60 h; stronger effect = lower value; viability, % at 10 µM; hit rate 1.5% among 140,000;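 active = viability at or under a set limit, the compound median less 4 SD, cut at about 6% in these data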;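 note: 0% = Hyamine 1622 control at 20 µM and 100% = untreated cell control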
E-sel TNF inh = blocks E-selectin expression induced by TNF alpha; AID 1246; inhibition, % at 2 µM; HUVEC TNFa-induced E-selectin immunofluorescence, high content; hit rate 0.71% among 120,000;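 active = inhibition above the batch mean plus 3 SD, and confirmed as a hit on visual image review, cut at about 43% in these data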;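 note: 0% = TNF-stimulated DMSO wells and 100% = unstimulated control wells; not every result past the cut was called active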
Measles CPE = protection of cells from measles virus | Measles virus-infected cells, CPE protection, absorbance | protection (pct of control), % at 4 µM | hit rate 1.5% among 140,000 | AID 841; in the data active = protection mostly above about 24%, no sharp cut-off; inactive = mostly below about 26%; note: some compounds called inactive have numbers as strong as hits
MRP1 act = activates MRP-1. H69AR cells + doxorubicin, viability rescue, CellTiter-Glo. viability increase, % at 10 µM. hit rate 0.61% among 140,000;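 active = viability gain under doxorubicin at or above a set limit, the compound median plus 3 SD, cut at about 4.7% in these data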;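 note: MRP-1 overexpressing cells given doxorubicin 25 µM after compound pretreatment; 18-22 h compound pretreatment then 72 h with doxorubicin before readout; 0% = doxorubicin-only wells and 100% = vehicle-treated cells without doxorubicin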
Phagocyt inh = blocks phagocytosis by macrophages. hit rate 0.07% among 110,000. inhibition, % at 5 µM. AID 1029. J774A.1 macrophage IgG-bead phagocytosis, imaging;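 active = inhibition above the mean of the plate negative controls plus 5 SD, cut at about 13% in these data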;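 note: phagocytic index as fraction of beads internalized from green versus red external bead signal; plate controls were DMSO negative control for no effect and cytochalasin-D positive control for full effect; some results beyond the cut were filed as inactive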
Yeast growth inh = chemicals that inhibit yeast BB579 growth in restrictive medium (lifespan-shortening candidates); S. cerevisiae BB579 growth, OD615, 48 h; inhibition, % at 10 µM; hit rate 0.51% among 140,000;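 active = inhibition above a set limit, 3 SD over the mean compound inhibition, cut at about 44% in these data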; note: inactives centre near -24
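Assay system – yeast BB579 (DeaD) · Dosing – single compound dose of 10 µM, 0.25% DMSO final · Detection – OD615 turbidity measurement · Buffer or medium – CSMM-D restrictive synthetic medium containing dextrose (glucose) · Benchmarks – positive control amphotericin B 10 µg/mL · Incubation – 48 h exposure, 30 °C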
GALR2 blocker = antagonists of human galanin receptor 2 (GALR2) | inhibition, % at 4 µM | hit rate 0.39% among 140,000 | AID 828 | GALR2-expressing cells, antagonist mode | O43603; in the data active = inhibition above about 27%;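 note: cells stimulated with galanin 1-16 at roughly its EC80; 0% = agonist challenge control and 100% = basal control without agonist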
Target sequence (O43603 whole entry, looked up): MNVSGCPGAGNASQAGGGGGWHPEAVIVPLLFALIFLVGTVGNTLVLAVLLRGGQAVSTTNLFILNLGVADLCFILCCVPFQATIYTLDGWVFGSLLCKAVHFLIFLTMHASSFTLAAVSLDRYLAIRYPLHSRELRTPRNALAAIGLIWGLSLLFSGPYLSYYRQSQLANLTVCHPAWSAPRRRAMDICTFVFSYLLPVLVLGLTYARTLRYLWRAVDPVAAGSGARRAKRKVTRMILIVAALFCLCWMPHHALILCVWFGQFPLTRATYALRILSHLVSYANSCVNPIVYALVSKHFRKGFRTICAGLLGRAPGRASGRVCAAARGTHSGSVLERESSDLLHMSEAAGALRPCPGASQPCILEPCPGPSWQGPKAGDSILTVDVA
* = called active by the depositor; . = no result given. An unsorted share of the library. About 6.3% of those tested had a hit in this group.

SMILES | Yeast life ext | HCT116 PTEN-null | NPY-Y2 antag | HCT116 bCat-KO | E-sel TNF inh | Measles CPE | MRP1 act | Phagocyt inh | Yeast growth inh | GALR2 blocker
CC(C)CN(C(=O)CN1CCN(c2ccccc2F)CC1)c1c(N)n(CC(C)C)c(=O)[nH]c1=O | 3 | 101 | 2 | 100 | -16 | 3 | -1.7 | -1 | -42 | -6
O=S(=O)(c1ccc(Br)s1)N1CCCCC1 | -10 | 98 | 0 | 95 | -21 | 10 | -1.6 | 1 | 25 | 15
Cc1cc(-c2ccccc2)nc(N(C)NC(=O)c2c(F)cccc2F)c1S(C)(=O)=O | -6 | 81 | 1 | 97 | 6 | 2 | -4.2 | 0 | -6 | -10
COc1ccc(NC(=S)NCCSc2ccc(Cl)cc2)c(OC)c1 | -6 | 68 | 1 | 75 | 14 | 18 | -2.5 | 0 | 11 | -7
CCn1c2ccccc2c2nnc(SCC(=O)NC(CC(C)C)C(=O)OC)nc21 (centres undefined) | -5 | 102 | 4 | 103 | 11 | 17 | -0.1 | . | -94 | -4
Cc1nc2nc(-c3ccco3)[nH]n2c(=O)c1C | -1 | . | 3 | 94 | -17 | 30 | 0.9 | 0 | -32 | -4
C/C(=N\NC(=O)CC1N=C(Cc2ccccc2)NNC1=O)c1ccc(Cl)cc1Cl (centres undefined) | -24 | 69 | 4 | 69 | 1 | 10 | -4.1 | . | -43 | 2
O=C(CSc1nc2ccccc2[nH]1)N=Nc1c(O)[nH]c2ccccc12 | -5 | 106 | 3 | 96 | . | 10 | -3.0 | -15 | -5 | 1
O=C1c2ccccc2NC(c2cccc(F)c2)N1Cc1ccco1 (centres undefined) | -9 | 77 | 2 | 88 | -34 | 9 | -0.6 | -1 | -19 | 5
CCc1nn(CC(=O)NCCCN(CC)Cc2ccccc2)c(=O)c2cc3sccc3n12 | 1 | 94 | 2 | 78 | . | 11 | -1.7 | 2 | -88 | -1
CC/C(=N/Nc1ccccc1Cl)c1cnnc(-c2ccccc2)n1 | . | 81 | 5 | 81 | 22 | 7 | 1.1 | . | -45 | 17
Cc1cc(C)nc(NC(=O)c2c(-c3ccccc3Cl)noc2C)c1 | 2 | 78 | -2 | 93 | -7 | 13 | -1.5 | -4 | -20 | -6
S=C(Nc1ccccc1)Nc1cc(Cl)ccc1Oc1ccccc1 | -6 | 77 | 2 | 87 | 0 | 33* | -2.8 | -1 | -14 | 3
CCC(=O)Nc1ccc(C(=O)NNC(=O)C(c2ccccc2)c2ccccc2)cc1 | 0 | 97 | 2 | 91 | 17 | 14 | 1.3 | . | -19 | 7
O=C(Cc1ccccc1)N1CCCC(c2nc(-c3cccs3)no2)C1 (centres undefined) | -6 | 89 | 1 | 90 | 20 | 6 | -3.1 | 0 | -35 | 8
Cc1nn(C)c(C)c1N=Cc1c(O)ccc2ccccc12 | 37 | 105 | -3 | 94 | -34 | 6 | -0.6 | 0 | -53 | -15
CC1CCCC(C)N1C(=O)C1CCCCC1 (centres undefined) | 12 | 90 | 2 | 98 | -12 | 24 | -2.5 | -3 | -28 | -4
C=C(Cl)COC(=O)[C@H]1C2C=CC(C2)C1C(=O)O (some centres undefined) | -1 | 82 | -1 | 92 | -1 | 20 | -2.2 | 0 | -36 | -3
O=C1C2C3C=CC(C3)C2C(=O)N1c1ccc(Cc2ccncc2)cc1 (centres undefined) | -22 | 77 | 2 | 81 | -1 | 7 | -3.5 | . | -10 | 18
CCOC(=O)N1CCC(N2Cc3cccc(C(=O)Nc4ccc(CC)cc4)c3C2=O)CC1 | -9 | 49 | 2 | 54 | 31 | 4 | -0.9 | -2 | -77 | -7
Cc1ccc(N=C2CCCCCN2C)c(C#N)c1 | . | 97 | -1 | 91 | -29 | 12 | 1.2 | . | -22 | -3
C=C(C)CSc1nc2ncc(Cl)cc2[nH]1 | -12 | 99 | 3 | 101 | 21 | 2 | -1.4 | -2 | 1 | -10
O=C(Nc1cccnc1Cl)C1c2ccccc2Oc2ccccc21 | -25 | 85 | 2 | 74 | 11 | 9 | -3.0 | . | -35 | 10
CCOC(=O)c1c(N)nn(C(=O)CC)c1-c1ccccc1 | -20 | 109 | 3 | 107 | -4 | 10 | -2.2 | . | -47 | 3
CCCOC(=O)C1C2C=CC3(CN(c4cccc(Cl)c4)C(=O)C13)O2 (centres undefined) | -7 | 99 | 2 | 85 | . | 16 | -0.7 | 0 | -29 | 2
O=C(NCC(=O)N(Cc1cccs1)C(C(=O)NC1CCCCC1)c1cccnc1)c1ccco1 (centres undefined) | . | 98 | 3 | 102 | 8 | 21 | -3.6 | . | -15 | -1
COc1ccc(OCC(=O)NC(=S)N2CCCc3ccccc32)cc1 | -5 | 83 | 2 | 88 | -11 | 7 | -1.6 | . | -40 | 6
O=C(COc1ncnc2sccc12)N1CCc2ccccc2C1 | 16 | 99 | 0 | 100 | -21 | 3 | 0.5 | 0 | -6 | -4
COC(=O)Nc1ncc(CN2CCc3ccccc3C2)s1 | 0 | 89 | 0 | 89 | 42 | 17 | -3.0 | -1 | -35 | 0
CCc1nnc(NC(=O)CSc2nc3cc4c(cc3cc2CC)OCCO4)s1 | -16 | 92 | 1 | 83 | 25 | 9 | -1.7 | 0 | -75 | 0
CCOC(=O)C(NC(=O)Nc1ccc(F)cc1)(OCC)C(F)(F)F (centres undefined) | -1 | 108 | 1 | 97 | -18 | 15 | 0.1 | -1 | -76 | -4
C/C(=N\NC(=O)c1ccc(NS(=O)(=O)c2cccs2)cc1)c1ccc(Cl)cc1 | -7 | 100 | 1 | 106 | 0 | 12 | -3.1 | 2 | -32 | -2
O=C(O)CCC(=O)Nc1ccc(N2CCCCCC2)cc1 | -2 | 93 | 0 | 85 | -19 | 15 | -0.9 | 3 | -49 | -2
Cn1c(=O)[nH]c(=O)c2c1nc(CN1CCOCC1)n2CCCc1ccccc1 | 10 | 87 | -1 | 82 | 44 | 1 | -2.0 | -2 | -15 | -3
COCCn1c(SCC(=O)Nc2nnc(C)s2)nnc1-c1cc2ccccc2cc1O | -12 | 87 | 0 | 87 | 4 | 20 | 0.1 | 0 | -14 | 6
CN(c1ccccc1)S(=O)(=O)c1ccc(Cl)c(C(=O)NCCc2c[nH]c3ccccc23)c1 | 0 | 75 | 3 | 79 | 18 | 11 | -2.9 | -6 | -37 | 2
COC(=O)c1ccccc1NC(=O)C1CCN(S(=O)(=O)c2cc(C)ccc2OC)CC1 | -8 | 83 | 2 | 81 | -5 | 9 | 0.1 | -3 | -36 | -2
COCCn1c(=S)[nH]c2cc(C(=O)NC(C)C)ccc2c1=O | -17 | 93 | 0 | 95 | . | 20 | -1.5 | . | -22 | -5
CCC(=O)Nc1c(S(=O)(=O)c2ccccc2)c2nc3ccccc3nc2n1C(C)c1ccccc1 (centres undefined) | 14 | 66 | 0 | 77 | -9 | 21 | -2.2 | . | -53 | 2
CC(=O)Nc1nc(=O)c2ccccc2s1 | 1 | 98 | 0 | 96 | 26 | 10 | -1.8 | 0 | -75 | 3
CCCn1c(SCc2nc(-c3cccs3)no2)nnc1-c1ccncc1 | -5 | 91 | 4 | 86 | 24 | 13 | -1.6 | -1 | -16 | -1
CC(C)CC1NC(=O)N(CC(=O)N2CCN(S(=O)(=O)c3ccccc3)CC2)C1=O (centres undefined) | -16 | 85 | 1 | 90 | 17 | 2 | -0.1 | . | -13 | -7
O=C(CCc1ccccc1)NC(=S)Nc1cccc(Br)c1 | -9 | 96 | 13 | 97 | -8 | 25 | -3.2 | 0 | -46 | 7
CCCNC(=O)Nc1ccc2c(c1)nc(C)n2C | -15 | 100 | 3 | 96 | 12 | 5 | 0.4 | 0 | 15 | 3
Cc1ccc(OCC(=O)Nc2ccc(O)c(-c3nc4ccccc4o3)c2)cc1 | -12 | 71 | 0 | 86 | -17 | 14 | -2.1 | -1 | 1 | -2
CCCc1[nH]nc2c1C(c1cccnc1)C(C#N)=C(N)O2 (centres undefined) | -4 | 109 | -3 | 97 | . | 3 | 0.4 | -4 | -40 | -6
CC(C)Cn1c(-c2ccc(Cl)cc2)cnc1SCC(=O)N1CCOCC1 | -10 | . | 4 | 93 | . | 95* | 0.4 | . | -10 | -1
CCC(Oc1ccccc1)C(=O)N1CCN(CC)CC1 (centres undefined) | -2 | 101 | 2 | 89 | -1 | 4 | -1.5 | . | -48 | 5
Nc1nc(C2CC2)c(Sc2sc(N)nc2C2CC2)s1 | -12 | 60 | 1 | 76 | . | 2 | -1.1 | . | 32 | 1
CCOC(=O)c1ccc(NC(=O)C2(c3ccc(OC)cc3)CCCC2)cc1 | -19 | 70 | 5 | 70 | 10 | 31 | -0.8 | 0 | -42 | 1
CC1Cc2ccccc2N1C(=S)NC(=O)c1ccc(Cl)cc1Cl (centres undefined) | 15 | 55 | 7 | 58 | . | 17 | -0.9 | -6 | -32 | -3
C/C(CC(=O)Nc1ccc(Cl)cc1Cl)=N\NC(N)=S | -10 | 100 | -1 | 97 | -41 | 5 | -0.9 | . | -4 | -10
COc1ccc(C2CC(C(F)(F)F)n3ncc(C(=O)O)c3N2)cc1OC (centres undefined) | -12 | 105 | 3 | 104 | 15 | 3 | -0.3 | 2 | -18 | -2
Cc1c(N2C(=O)c3cccc4cccc(c34)C2=O)c(=O)n(-c2ccccc2)n1C | -10 | 93 | -3 | 106 | -6 | 2 | -1.0 | 2 | -2 | 7
Cc1ccc(-n2c(=S)[nH]c3nc4c(cc3c2=O)COC(C)(C)C4)cc1 | 6 | 86 | -1 | 85 | -5 | 15 | 0.1 | -5 | -47 | -23
N#Cc1nc(-c2ccc(OCc3ccccc3)cc2)oc1NCCN1CCOCC1 | -24 | 79 | 1 | 88 | -1 | 3 | -2.3 | -2 | -40 | -2
C=CCCC1(C)C(=O)N(c2ccccc2)c2ccccc21 (centres undefined) | 2 | 44 | 4 | 52 | . | 16 | -4.0 | -4 | -8 | -8
COc1cccc(/C(C)=N/NC(=O)c2cc(-c3cccnc3)nc3ccccc23)c1 | -4 | 86 | 3 | 81 | . | 8 | -0.9 | -8 | -15 | -1
COc1ccc(Cn2nnnc2C(c2ccccn2)N2CCN(c3cc(Cl)ccc3C)CC2)cc1 (centres undefined) | -5 | 51 | 9 | 54 | -19 | 7 | -2.2 | 0 | 4 | 4
Cc1nn2cc(-c3ccccc3)nc2[nH]c1=O | -1 | 96 | -1 | 96 | -25 | 6 | -1.7 | -5 | -17 | 17

Ordered by value in E-sel TNF inh (falling): some entries from above
compound | E-sel TNF inh
COC(=O)c1ccccc1NC(=O)C1CCN(S(=O)(=O)c2cc(C)ccc2OC)CC1 | -5
O=C(CCc1ccccc1)NC(=S)Nc1cccc(Br)c1 | -8
Cc1ccc(OCC(=O)Nc2ccc(O)c(-c3nc4ccccc4o3)c2)cc1 | -17
